Compound activity (PubChem BioAssay)
APEX1 inh: inhibitors of human APE1 endonuclease. Potency, µM (series often up to 65.8 µM), for inactives: top-dose activity change, negative = inhibition, hits mostly inhibitors. P27695. AID 2517. recombinant APE1, TAMRA/BHQ-2 abasic DNA cleavage fluorescence. 0.35% of 350,000 active;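 also: potency is read from the fitted curve at half-maximal effect; plate controls were vehicle for no effect and reference inhibitor for full effect; nearly all actives have a fitted effect of over 55% in size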
Target sequence (P27695 whole entry, looked up): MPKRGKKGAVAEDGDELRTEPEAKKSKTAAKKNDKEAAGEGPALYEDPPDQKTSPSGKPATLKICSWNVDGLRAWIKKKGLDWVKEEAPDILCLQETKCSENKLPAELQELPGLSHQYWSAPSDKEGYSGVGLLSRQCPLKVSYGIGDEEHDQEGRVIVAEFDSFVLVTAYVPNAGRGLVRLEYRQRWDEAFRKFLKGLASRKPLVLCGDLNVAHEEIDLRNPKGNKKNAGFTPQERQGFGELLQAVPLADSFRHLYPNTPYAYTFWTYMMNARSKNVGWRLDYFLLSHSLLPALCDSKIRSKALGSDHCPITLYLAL
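Endonuclease cleavage of a quenched abasic-site DNA duplex (50 nM) by APE1 (0.75 nM) was tracked by TAMRA dequenching. Compounds were preincubated with enzyme 15 min at room temperature; data normalized to buffer-only and DMSO wells plus NSC13755 control.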
POLB inh: DNA polymerase beta (human) inhibition; Potency, µM (doses to about 114 µM), inactives show at the top dose activity change, negative = inhibition, usual class: inhibitors; AID 485314; 1.3% of 340,000 active; Pol beta primer extension/strand displacement, fluorescence kinetic; also: potency is read from the fitted curve at half-maximal effect; % is scaled to controls: 0 for no effect and ±100 for the full control effect
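10 nM enzyme + cpd, 15 min RT; start with substrate 50 nM final; read 0 min and after 10 min RT. Corrected, normalized data; 4-parameter Hill curve fit.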
ERG-DNA inh: ERG Ets/DNA interaction inhibition | fluorescence polarization, His-ERG Ets domain / labelled DNA | Potency, µM (titrated, usually from 76.9 µM), for the others: at the top dose FP activity, negative = inhibition, usual class: inhibitors | 0.028% of 370,000 active; active = well fitted inhibition curve with a large enough effect in the polarisation, with a control signal flat; inconclusive = small, poorly fitted or top-dose-only effect, or effect the other way, or a change in a side signal; inactive = no such curve, though single readings can be large or run the other way; the % refers to the polarisation;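 also: polarization taken with two DNA probes labelled with fluorescein and Texas red; potency is read from the fitted curve at half-maximal effect; % of control where 0% means no effect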
Target sequence (P11308 whole entry, looked up, the tested form may be a part): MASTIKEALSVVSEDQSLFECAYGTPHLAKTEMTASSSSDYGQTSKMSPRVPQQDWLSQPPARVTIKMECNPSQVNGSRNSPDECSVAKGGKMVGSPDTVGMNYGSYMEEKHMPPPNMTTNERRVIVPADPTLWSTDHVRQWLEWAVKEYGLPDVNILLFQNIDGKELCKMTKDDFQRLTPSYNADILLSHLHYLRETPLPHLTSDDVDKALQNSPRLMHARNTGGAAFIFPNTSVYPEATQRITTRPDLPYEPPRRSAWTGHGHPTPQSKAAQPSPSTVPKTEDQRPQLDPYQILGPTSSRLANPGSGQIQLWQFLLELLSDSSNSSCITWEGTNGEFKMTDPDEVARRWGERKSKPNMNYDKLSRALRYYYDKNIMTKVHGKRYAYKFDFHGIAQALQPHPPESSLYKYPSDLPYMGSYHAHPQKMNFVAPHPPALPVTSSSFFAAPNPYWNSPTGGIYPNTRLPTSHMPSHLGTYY
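His-tagged ERG Ets domain (1 uM in the protein solution; 300mM KCl, 50mM Tris-HCl, 1mM EDTA, 1mM DTT, pH 7.5) received compound, then a probe mix of 5 nM fluorescein-DNA and 100nM Texas-615-DNA. Fluorescence polarization was read for both dyes.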
BLM helicase inh: blocks DNA unwinding by human BLM helicase | P54132 | recombinant BLM DNA unwinding, fluorescence dequenching | Potency, µM (top dose mostly 56.1 µM), inactives show at the highest dose activity change, negative = inhibition, most hits filed as inhibitors | 0.2% of 350,000 active | AID 2528;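 also: potency is read from the fitted curve at half-maximal effect; plate controls were vehicle for no effect and no enzyme for full effect; nearly all actives have a fitted effect of over 35% in size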
TRHR ag: activates the human TRH receptor; 0.18% of 360,000 active; activation, % at 2 µM; P34981; TRHR cells, calcium flux fluo-8, FDSS agonist mode; in the data active = activation above about 30%; also: 0% is about no effect
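TRHR-expressing cells loaded with fluo-8 calcium dye; 23 nL library compound pin-transferred, kinetic FDSS fluorescence (Ex 480/Em 530) recorded about 180 s for agonist-induced calcium release, before a 10 nM TRH EC20 addition for potentiator mode.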
POLK inh: blocks human DNA polymerase kappa activity. Q9UBT6. purified Pol kappa, fluorescent DNA synthesis assay, 10 min. Potency, µM (series often up to 107 µM), for inactives: at the top dose activity, negative = inhibition, most hits filed as inhibitors. 0.53% of 400,000 active; also: potency is read from the fitted curve at half-maximal effect; % is scaled to controls: 0 for no effect and ±100 for the full control effect
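Enzyme at 10 nM met test compounds for 15 min at room temperature. Substrate addition (50 nM final) began the reaction, which was monitored by fluorescence at 0 and 10 min.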
POLI inh: inhibitors of human DNA polymerase iota; Pol iota fluorescent replication assay, 10 min; Q9UNA4; 1% of 390,000 active; Potency, µM (highest dose often 115 µM), for the others: top-dose activity, negative = inhibition, hits mostly inhibitors; also: potency is read from the fitted curve at half-maximal effect
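Pol iota at 10 nM preincubated 15 min with compounds at room temperature; reaction started with fluorescent substrate, 50 nM final. Fluorescence read kinetically at 0 and 10 min; buffer-only wells as negative control.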
Anesthetic bind: binds horse apoferritin like a general anesthetic | Potency, µM (top dose mostly 77.5 µM), inactives show top-dose activity change, negative = displacement, usual class: inhibitors | P02791 | 0.074% of 350,000 active | AID 485281 | apoferritin/1-aminoanthracene competitive binding, fluorescence; also: potency is read from the fitted curve at half-maximal effect; % is scaled to controls: 0 for no effect and ±100 for the full control effect; nearly all actives have a fitted effect of over 20% in size
Target sequence (P02791 2-175 limits assumed): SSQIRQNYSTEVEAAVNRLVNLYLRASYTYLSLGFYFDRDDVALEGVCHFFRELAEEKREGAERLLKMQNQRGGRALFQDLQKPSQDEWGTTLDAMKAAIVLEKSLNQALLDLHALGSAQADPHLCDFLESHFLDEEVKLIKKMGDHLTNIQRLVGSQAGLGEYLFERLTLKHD
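Horse-spleen apoferritin (10 uM) was mixed with 50% saturated 1-aminoanthracene in PBS, exposed to compounds for 10 min at room temperature, and read for fluorescence (ex 380 nm, em 535 nm). Competitive displacement was fitted with a four-parameter Hill equation.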
ALOX12 inh: inhibitors of human 12S-lipoxygenase ALOX12 | P18054 | purified 12hLO, xylenol orange hydroperoxide absorbance | Potency, µM (top dose mostly 108 µM), inactives show top-dose activity change, negative = inhibition, most hits filed as inhibitors | 1.1% of 580,000 active | AID 1671190; also: potency is read from the fitted curve at half-maximal effect; % is scaled to controls: 0 for no effect and ±100 for the full control effect
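Hydroperoxide product was detected by ferrous iron/xylenol orange as the 573 to 405 nm absorbance ratio. Arachidonic acid at 40 uM (final) was turned over for 30 min at room temperature by 150 nM human 12hLO, pH 7.0 Hepes buffer, after 15 min compound preincubation.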
* = called active by the depositor; [ ] = another dose, or the depositor's remark. Unless noted, calls follow the shape of the dose curve; as a rule, active = well fitted curve in the direction sought with a large enough effect; inconclusive = small, poorly fitted or top-dose-only effect, or another doubt; inactive = no such curve, though single readings can be large; an effect the other way counts as inactive or inconclusive.

Results for O=C(COc1ccccc1)N1CCN(C(=O)COc2ccccc2)CC1 ?
APEX1 inh: 19%; POLB inh: 40%; ERG-DNA inh: -2%; BLM helicase inh: 1%; TRHR ag: -0.2; POLK inh: -1%; POLI inh: 17%; Anesthetic bind: -6%

Results for Cc1ccc(CNC(=O)c2cc3c(=O)n4ccccc4nc3n(Cc3ccco3)c2=N)cc1 ?
APEX1 inh: 0%; POLB inh: inconclusive; ERG-DNA inh: -10%; BLM helicase inh: -16%; TRHR ag: 0.5; POLK inh: -24%; POLI inh: inconclusive; Anesthetic bind: 6%; ALOX12 inh: inconclusive

How did Cc1cc(N2CCOCC2)nc2ccccc12 do in these assays?
APEX1 inh: -2%; POLB inh: -18%; ERG-DNA inh: -2%; BLM helicase inh: 3%; TRHR ag: -1.1; POLK inh: -20%; POLI inh: -8%; Anesthetic bind: -5%; ALOX12 inh: 332%[activator]

Results for CC(Oc1ccc(F)cc1)C(=O)N(CCC1=CCCCC1)c1c(N)n(Cc2ccccc2)c(=O)[nH]c1=O (stereo not drawn) ?
APEX1 inh: -11%; ERG-DNA inh: 1%; TRHR ag: 0.1; POLK inh: -7%; POLI inh: 22%; ALOX12 inh: -8%

How did O=C(NCc1ccc(F)cc1)c1ccncc1 do in these assays?
APEX1 inh: 6%; POLB inh: -1%; ERG-DNA inh: 3%; BLM helicase inh: 0%; TRHR ag: -0.2; POLK inh: 4%; POLI inh: 23%; Anesthetic bind: -1%; ALOX12 inh: 2%

How did CC1CCCC(C)N1S(=O)(=O)c1ccc(NC(=O)CCn2cnc3ccccc3c2=O)cc1 (stereo not drawn) do in these assays?
APEX1 inh: 0%; POLB inh: -5%; ERG-DNA inh: 6%; BLM helicase inh: -7%; TRHR ag: 0.0; POLK inh: 4%; POLI inh: 13%; Anesthetic bind: -13%; ALOX12 inh: -4%

What do the screens show for `O=C(O)c1ccc(CNCc2ccc(F)cc2)cc1`?
APEX1 inh: 3%; POLB inh: 33%; ERG-DNA inh: -7%; BLM helicase inh: -9%; TRHR ag: 0.3; POLK inh: -6%; POLI inh: 21%; Anesthetic bind: -6%; ALOX12 inh: -7%

Results for CCN(CC)S(=O)(=O)c1ccc(N2CCN(C)CC2)c(NC(=O)CN2C(=O)NC3(CCCCC3)C2=O)c1 ?
ERG-DNA inh: 8%; POLK inh: -10%; POLI inh: -2%; ALOX12 inh: 0%

What do the screens show for `Cc1ccc(S(=O)(=O)N2CCNC(=O)CC2)cc1`?
APEX1 inh: 8%; POLB inh: 1%; ERG-DNA inh: 2%; BLM helicase inh: -4%; TRHR ag: -1.3; POLK inh: -13%; POLI inh: 68%[activator]; Anesthetic bind: -3%; ALOX12 inh: 31%[activator]

Results for CC(C)(C)n1nc2c(c1NC(=O)c1ccc(S(=O)(=O)N3CCCC3)cc1)CSC2 ?
APEX1 inh: 14%; POLB inh: -5%; ERG-DNA inh: 12%; BLM helicase inh: -13%; TRHR ag: 0.2; POLK inh: -15%; POLI inh: inconclusive; Anesthetic bind: -13%; ALOX12 inh: 12%

Results for CCOc1ccc(NC(=O)Cc2cccc3ccccc23)c([N+](=O)[O-])c1 ?
APEX1 inh: -4%; POLB inh: -15%; ERG-DNA inh: 9%; BLM helicase inh: 4%; TRHR ag: 0.0; POLK inh: -12%; POLI inh: 63%[activator]; Anesthetic bind: -3%; ALOX12 inh: 4%

Results for C=CCOC(=O)C1=C[C@H](c2ccc3c(c2)OCO3)C[C@H](OCCCCO)O1 ?
ERG-DNA inh: 15%; POLK inh: 4%; POLI inh: -16%; ALOX12 inh: inconclusive

What do the screens show for `COc1cc(CC(=O)OCC(=O)N2CC(C)CC(C)C2)cc(OC)c1OC` (stereo not drawn)?
APEX1 inh: 19%; POLB inh: 12%; ERG-DNA inh: 1%; BLM helicase inh: 1%; TRHR ag: 0.3; POLK inh: -24%; POLI inh: inconclusive; Anesthetic bind: -2%

Results for Cc1ccc2c(c1)nnn2C1CCN(S(=O)(=O)c2ccc(C(=O)O)cc2)CC1 ?
APEX1 inh: 2%; POLB inh: 0%; ERG-DNA inh: 10%; BLM helicase inh: -5%; TRHR ag: -0.2; POLK inh: -5%; POLI inh: 102%[activator]; Anesthetic bind: 0%; ALOX12 inh: -5%

What do the screens show for `Cc1ccc(N=C2CCCN2Cc2ccccc2)c(C#N)c1`?
APEX1 inh: 1%; POLB inh: 9%; BLM helicase inh: -4%; TRHR ag: -0.4; POLK inh: 2%; POLI inh: 4%; Anesthetic bind: -9%; ALOX12 inh: 4%[57.4 µM]

What do the screens show for `CN1CCN(C2=C(Cl)C(=O)N(C3CCCCC3)C2=O)CC1`?
APEX1 inh: -3%; POLB inh: 6%; ERG-DNA inh: 3%; BLM helicase inh: 0%; TRHR ag: 0.6; POLK inh: 2%; POLI inh: -1%; Anesthetic bind: 1%; ALOX12 inh: -13%

Results for COc1ccc2c(-c3ccccc3)cc(=O)[nH]c2c1 ?
APEX1 inh: 2%; POLB inh: 1%; ERG-DNA inh: 6%; BLM helicase inh: -8%; TRHR ag: -0.4; POLK inh: -5%; POLI inh: -9%; Anesthetic bind: -9%; ALOX12 inh: 12%

What do the screens show for `O=C(CNS(=O)(=O)c1ccc(Br)s1)NC1CCCc2ccccc21` (stereo not drawn)?
APEX1 inh: 10%; POLB inh: 24%; ERG-DNA inh: 6%; BLM helicase inh: -2%; TRHR ag: -0.8; POLK inh: 6%; POLI inh: 22%; Anesthetic bind: 0%; ALOX12 inh: -29%

How did COc1cccc(NC(=O)CCc2nnc3n(CC(C)C)c(=O)c4ccccc4n23)c1 do in these assays?
POLB inh: inconclusive; ERG-DNA inh: 0%; BLM helicase inh: -6%; TRHR ag: -0.3; POLK inh: -1%; POLI inh: inconclusive; Anesthetic bind: 6%; ALOX12 inh: 0%

What do the screens show for `CC1(C)Cc2c(sc3nc(N/N=C/c4ccccc4)[nH]c(=O)c23)CO1`?
APEX1 inh: 2%; POLB inh: 3%; ERG-DNA inh: 1%; BLM helicase inh: 0%; TRHR ag: 0.0; POLK inh: -20%; POLI inh: -7%; Anesthetic bind: -1%; ALOX12 inh: -18%

The last 2 entries of the section above come first, to join the parts.
How did COc1cccc(NC(=O)CCc2nnc3n(CC(C)C)c(=O)c4ccccc4n23)c1 do in these assays?
POLB inh: inconclusive; ERG-DNA inh: 0%; BLM helicase inh: -6%; TRHR ag: -0.3; POLK inh: -1%; POLI inh: inconclusive; Anesthetic bind: 6%; ALOX12 inh: 0%

What do the screens show for `CC1(C)Cc2c(sc3nc(N/N=C/c4ccccc4)[nH]c(=O)c23)CO1`?
APEX1 inh: 2%; POLB inh: 3%; ERG-DNA inh: 1%; BLM helicase inh: 0%; TRHR ag: 0.0; POLK inh: -20%; POLI inh: -7%; Anesthetic bind: -1%; ALOX12 inh: -18%

What do the screens show for `Cc1cc(C)cc(NC(=O)CC(C)n2nc(C)cc2C)c1` (stereo not drawn)?
POLB inh: 10%; ERG-DNA inh: -2%; BLM helicase inh: 0%; TRHR ag: 0.6; POLK inh: 0%; POLI inh: 11%; Anesthetic bind: -3%; ALOX12 inh: -12%

How did O=S(=O)(CCc1nnc(-c2ccccc2)o1)c1ccc2ccccc2c1 do in these assays?
APEX1 inh: -1%; POLB inh: 1%; ERG-DNA inh: -6%; BLM helicase inh: -1%; TRHR ag: -0.9; POLK inh: -11%; POLI inh: 8%; Anesthetic bind: -7%; ALOX12 inh: 5%

How did O=C(CSc1nnc(COc2ccccc2)o1)Nc1ccc(F)cc1 do in these assays?
APEX1 inh: 24%; POLB inh: 24%; ERG-DNA inh: -2%; BLM helicase inh: -4%; TRHR ag: -1.5; POLK inh: 8%; POLI inh: 161%[activator]; Anesthetic bind: 52%[activator]; ALOX12 inh: -2%

Results for COc1cccc2[nH]c(C(=O)NCc3ccc4c(c3)CCN4C(=O)c3ccc(F)cc3)cc12 ?
POLB inh: 2%; ERG-DNA inh: 5%; BLM helicase inh: -6%; TRHR ag: -0.2; POLK inh: -10%[60.1 µM]; POLI inh: 7%; Anesthetic bind: -4%; ALOX12 inh: -19%

Results for O=C(COc1ccc(Cl)cc1)Nc1nc(-c2ccc(S(=O)(=O)N3CCOCC3)cc2)cs1 ?
APEX1 inh: -1%; POLB inh: inconclusive; ERG-DNA inh: 1%; BLM helicase inh: -3%; TRHR ag: 0.2; POLK inh: -5%; POLI inh: inconclusive; Anesthetic bind: 2%; ALOX12 inh: -2%

What do the screens show for `O=C(CN1C(=O)c2cccc3cccc(c23)C1=O)N1CCOCC1`?
APEX1 inh: -3%; POLB inh: 3%; ERG-DNA inh: 6%; BLM helicase inh: -13%; TRHR ag: -0.1; POLK inh: -13%; POLI inh: 101%[activator]; Anesthetic bind: -4%; ALOX12 inh: -1%

What do the screens show for `CCCCn1c(N)c(N(CCOC)C(=O)COC(=O)CCOc2ccc(C)cc2)c(=O)[nH]c1=O`?
APEX1 inh: 3%; ERG-DNA inh: 0%; TRHR ag: 0.3; POLK inh: 15%; POLI inh: 21%; ALOX12 inh: -5%

Results for Cc1c(N=C2N=C(NC(=O)Nc3ccc(Cl)cc3)c3ccccc32)c(=O)n(-c2ccccc2)n1C ?
APEX1 inh: -1%; POLB inh: 14%; ERG-DNA inh: -6%; BLM helicase inh: 0%; TRHR ag: 0.4; POLK inh: -6%; POLI inh: 71%[activator]; Anesthetic bind: 123%[activator]; ALOX12 inh: -13%

Results for O=C1C[C@@H]2c3c(cccc3CN1Cc1ccccc1F)C[C@@H](O)[C@H]2O ?
ERG-DNA inh: -11%; POLK inh: 7%; POLI inh: 16%; ALOX12 inh: inconclusive

Results for CCCCOC(=O)c1ccc(NS(=O)(=O)c2c(C)nc3scc(C)n3c2=O)cc1 ?
POLB inh: -1%; ERG-DNA inh: 0%; BLM helicase inh: -7%; TRHR ag: 0.5; POLK inh: -3%; POLI inh: 21%; Anesthetic bind: inconclusive; ALOX12 inh: -24%

This is a subset. The share of hits here may be higher or lower than overall.
